Compound activity from PubChem BioAssay.
CCT modulator = High-Throughput Screening for Modulators of Cytosolic Chaperonin Activity. hit rate 0.3% among 360,000. AID 651819, 2012. activity change, % (no concentration beside the values), hits read low. purified chaperonin ATPase assay, HTRF ADP detection, 30 min; in the data active means activity change below about -30%; further: on the % scale 0 is the no-effect control and ±100 the full control effect
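Nucleotide hydrolysis assay: TRiC at 20–40 nM final (set by batch activity) with 10 uM ATP, 30 min at 37 °C, in presence of 76 uM compound. Detection by competitive ADP HTRF, 30 min ambient.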
D3 ag = qHTS of D3 Dopamine Receptor Agonist: qHTS | D(3) dopamine receptor (Homo sapiens), P35462 | D3R DiscoveRx beta-arrestin cells, luminescence, 90 min | max activation, % | hit rate 0.58% among 410,000 | AID 652048, 2013; in the data active means max activation above about 30%; further: 0% is about no effect; mostly tested at two doses, the higher about 12 µM
Target sequence (P35462 whole entry, looked up): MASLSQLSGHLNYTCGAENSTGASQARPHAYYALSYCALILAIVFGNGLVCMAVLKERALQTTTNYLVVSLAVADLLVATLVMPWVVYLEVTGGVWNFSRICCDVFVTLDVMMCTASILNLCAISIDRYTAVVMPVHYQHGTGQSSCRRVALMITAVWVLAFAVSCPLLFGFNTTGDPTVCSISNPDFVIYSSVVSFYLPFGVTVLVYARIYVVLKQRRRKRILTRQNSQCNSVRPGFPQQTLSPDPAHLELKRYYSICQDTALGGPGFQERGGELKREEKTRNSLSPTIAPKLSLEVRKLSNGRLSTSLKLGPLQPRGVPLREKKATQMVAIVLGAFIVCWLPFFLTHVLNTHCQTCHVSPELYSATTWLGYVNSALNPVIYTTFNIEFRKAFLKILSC
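Agonist mode: compounds and dopamine controls were applied to plated cells for 90 min at 37 degrees C after an overnight attachment at 1500 cells/well. Luminescent read-out followed 30 - 60 minutes at room temperature with DiscoveRx detection reagent.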
DRD3 antagonist = qHTS of D3 Dopamine Receptor Antagonist: qHTS; D(3) dopamine receptor (Homo sapiens), P35462; D3R cells, DiscoveRx beta-arrestin luminescence, antagonist mode; hits give low values; max response, negative = inhibition, %; hit rate 2.5% among 360,000; AID 652054, 2013; in the data active means max response below about -50%; inconclusive means no clear call, values can overlap the other calls; further: on the % scale 0 is the no-effect control and ±100 the full control effect; mostly tested at two doses, the higher about 12 µM
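Cells plated overnight at 1500 cells/well, then exposed to library compounds with dopamine controls for 90 minutes at 37 degrees C. DiscoveRx reagent added for 30–60 minutes at room temperature; luminescence read, quantitative HTS format.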
EPAC2 antag = qHTS for Antagonist of cAMP-regulated guanine nucleotide exchange factor 2 (EPAC2): primary screen | Rap guanine nucleotide exchange factor 4 (Homo sapiens), Q8WZA2 | EPAC2 GEF exchange of Rap1B-BODIPY-GDP, fluorescence | Potency, µM (doses to about 114 µM), for the others: top-dose activity, negative = inhibition, usual class: inhibitors | hit rate 0.18% among 360,000 | AID 720708, 2013; further: potency means the concentration at half of the fitted maximal effect; on the % scale 0 is the no-effect control and ±100 the full control effect; nearly all actives have a fitted effect of over 45% in size; many of its hits are not listed in these tables
PTHR1 agonist = qHTS for PTHR1 Agonists: Primary Screen | Parathyroid hormone/parathyroid hormone-related peptide receptor (Homo sapiens), Q03431 | HEK293 GP2 PTHR1 cells, GloSensor cAMP luminescence, 1 h | Potency, µM (doses to about 115 µM), inactives show top-dose activation, actives largely listed as activators | hit rate 0.075% among 410,000 | AID 743266, 2014; further: potency means the concentration at half of the fitted maximal effect; nearly all actives have a fitted effect of over 55% in size; some results filed as inactive show a strong effect at the top dose; inactives centre near -15; many of its hits are not listed in these tables
Target sequence (Q03431 whole entry, looked up): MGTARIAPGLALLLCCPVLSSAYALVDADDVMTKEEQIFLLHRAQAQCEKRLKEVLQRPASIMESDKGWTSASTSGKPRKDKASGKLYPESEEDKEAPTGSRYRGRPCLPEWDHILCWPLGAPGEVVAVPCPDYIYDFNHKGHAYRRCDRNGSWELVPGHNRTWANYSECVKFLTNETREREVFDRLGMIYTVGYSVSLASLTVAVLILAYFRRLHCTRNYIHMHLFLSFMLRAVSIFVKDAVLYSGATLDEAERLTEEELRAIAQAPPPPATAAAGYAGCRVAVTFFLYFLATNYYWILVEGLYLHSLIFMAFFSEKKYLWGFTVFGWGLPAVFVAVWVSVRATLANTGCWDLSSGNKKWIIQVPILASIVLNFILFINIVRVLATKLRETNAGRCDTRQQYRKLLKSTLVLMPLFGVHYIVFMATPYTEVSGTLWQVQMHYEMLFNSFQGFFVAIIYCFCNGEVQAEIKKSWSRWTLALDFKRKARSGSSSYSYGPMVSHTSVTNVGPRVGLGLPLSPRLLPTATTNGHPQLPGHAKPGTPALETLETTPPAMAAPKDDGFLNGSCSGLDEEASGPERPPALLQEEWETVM
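HEK-293-derived GP2 cells expressing PTHR1 and a GloSensor cAMP reporter, 3,000/well, plated overnight, given luciferin plus IBMX (each 0.5 mM as added) for 1 h at 37 °C, then compound for 1 h at 37 °C. Luminescence was read after 15 min at room temperature.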
Mm-Cpn inhibitor = Inhibitors of TCP-1 ring complex (TRiC) of Methanococcus maripaludis (MmCpn): qHTS; Potency, µM (titrated, usually from 76.9 µM), without a hit: at the highest dose activity, negative = inhibition, usual class: inhibitors; Chaperonin Mm-Cpn (Methanococcus maripaludis); hit rate 0.031% among 330,000; purified Mm-Cpn ATPase, ADP Transcreener TR-FRET; further: potency means the concentration at half of the fitted maximal effect; on the % scale 0 is the no-effect control and ±100 the full control effect; nearly all actives have a fitted effect of over 80% in size
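ATP (10 uM final) was added to archaeal chaperonin (25 nM final) after 10 min exposure to test compound at 37°C; after 30 min further incubation, ADP was detected by competitive TR-FRET.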
pAkt inh = HTS Assay for Inhibitors of Akt Phophorylation: Primary Screen; activity change, % for hits at 50 µM; AID 651550, 2012; hit rate 0.32% among 360,000; Neuro2A IGF-stimulated pAkt S473 HTRF, 20 min; hits give low values; in the data active means activity change below about -80%; inconclusive means mostly about -51% to -80%; further: on the % scale 0 is the no-effect control and ±100 the full control effect
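Neuro2A cells in DMEM with 0.5% FBS, overnight at 37 deg C, given compound at single 50 µM final, then IGF (6 nM final) for 20 min at 37 deg C. Lysed; phospho-Akt Ser473 by HTRF after 24 h, 665/615 ratio.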
EPAC2 ag = qHTS for Agonist of cAMP-regulated guanine nucleotide exchange factor 4 (EPAC2): primary screen | AID 720711, 2013 | hit rate 0.079% among 360,000 | EPAC2 activation, biochemical qHTS; response scale: 100% = 6.5 mM cAMP response | Potency, µM (highest dose often 154 µM), for inactives: top-dose activation, most hits filed as activators | Rap guanine nucleotide exchange factor 4 (Homo sapiens), Q8WZA2; further: potency means the concentration at half of the fitted maximal effect; nearly all actives have a fitted effect of over 50% in size
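Fluorescence exchange assay: 100 nM EPAC2 with 250 nM RAP1B-BODIPY-GDP and 50 uM GDP; compounds tested as a concentration-titration series (qHTS). Loss of Rap1-bound BODIPY-GDP fluorescence read at 480/540 nm; data normalized to 6.5 mM cAMP.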
* = called active by the depositor; i = inactive; ? = inconclusive; / = no result given; & = joins results of further samples; [ ] = dose if it differs, or a comment. Unless noted, the call rests on the fitted dose curve; in most records, active means well fitted curve in the direction sought with a large enough effect; inconclusive means small, poorly fitted or top-dose-only effect, or another doubt; inactive means no such curve, though single readings can be large; an effect the other way counts as inactive or inconclusive. An excerpt (hit frequency here may not be typical).

Below each compound – CCT modulator	D3 ag	DRD3 antagonist	EPAC2 antag	PTHR1 agonist	Mm-Cpn inhibitor	pAkt inh	EPAC2 ag
- COc1ccc(C)cc1NC(=O)C(Sc1nnc(-c2cccs2)o1)c1ccccc1 (centres undefined)
 : -0.2	1	1	11%	i	-5%	i	5%
- Cc1oncc1-c1cn2ccccc2n1
 : 1.5	0	-12	7%	i	-1%	i	-2%
- Cn1cnnc1SCc1nnc(-c2ccccc2Br)o1
 : 2.2	-4	7	11%	i	2%	i	-7%
- Cc1c(C(=O)N(C)CCc2cnn(C)c2)oc2c(F)cccc12
 : -2.8	8	9	-8%	-16%	-1%	i	1%
- C/C(=N\NC(=O)c1nnn(-c2nonc2N)c1-c1ccc(Cl)c(Cl)c1)c1ccncc1
 : 1.6	3	-4	-13%	i	-2%	i	-6%
- O=C(CSc1nc(SCC(=O)NCc2ccccc2)n(-c2ccccc2)n1)NCc1ccccc1
 : -1.2	-2	-26	-3%	i	1%	i	11%
- CCOC(=O)Cc1c[nH]c(=S)[nH]c1=O
 : 1.7	5	6	8%	i	-2%	i	3%
- Cc1ccc(NC(=O)CN2C(=O)COc3ccc(S(=O)(=O)N4CCOCC4)cc32)cc1N(C)C
 : -1.0	-19&1	-13	0%	i	-3%	i	4%
- CCCCN(C(=O)Cn1nnc2ccccc21)C(C(=O)NCc1ccco1)c1ccncc1 (centres undefined)
 : 2.6	-12	30	16%	-26%	0%	i	0%
- CCOC(=O)c1cc(CO)cc(C(=O)OCC)c1
 : -1.4	-1	9	8%	i	1%	i	6%
- COc1ccc(N2CCN(C(=O)c3ccc(NS(=O)(=O)c4ccc(F)cc4)cc3)CC2)cc1
 : 4.8	-5	-17	-8%	-8%[57.5 µM]	0%	i	8%
- CCC(C)NC(=O)c1cc(OC)c(OC)c(OC)c1 (centres undefined)
 : -4.6	3	-17	-2%	i	-4%	/	-4%
- COCCNC(=O)/C(C#N)=C/c1ccc(O)c([N+](=O)[O-])c1
 : 0.9	-7	?	8%	-25%	-2%	i	2%
- Cc1ccc([C@H]2N[C@]3(CCCN(Cc4ccc(Cl)cc4)C3=O)[C@H]3C(=O)N(Cc4ccccc4)C(=O)[C@@H]23)cc1
 : -1.3	-12	0	7%	-31%[inhibitor]	/	i	18%
- CCN(C(=O)CN1CCN(C)CC1)c1cccc2ccccc12
 : -2.3	-22	?	1%	-39%[inhibitor][57.5 µM]	-4%	i	-11%
- COc1ccc(NC(=O)CN(c2ccccc2)S(=O)(=O)c2ccccc2)c(OC)c1
 : 0.9	3	14	-23%	-6%	0%	i	10%
- CC1(C)Cc2c(c(N3CCOCC3)nc3sc(C(N)=O)c(N)c23)CO1
 : -1.4	7	11	-6%	i	-2%	i	5%
- COCCCNc1nc2c(-c3ccc(C)cc3)nnn2c2ccccc12
 : -0.3	-1	-8	4%	-18%	-5%	i	9%
- CC(C)Oc1cc(F)ccc1-c1cc(C(=O)Nc2ccc(C(C)C)cc2)[nH]n1
 : -2.9	-6	-10	?	i	/	i	2%
- CSc1nc(Oc2ccc3ccccc3c2)c2ccccc2n1
 : -2.1	1	3	-2%	i	-4%	i	13%
- COc1cccc(/C=C/C(=O)Nc2cc(S(=O)(=O)N3CCOCC3)ccc2OC)c1
 : 0.7	-5	14	8%	-7%	-3%	i	-10%
- CCN(CC)CCNC(=O)C(=O)NCC1OCCN1S(=O)(=O)c1ccc2c(c1)OCCO2 (centres undefined)
 : -0.3	0	3	3%	i	0%	i	7%
- C=CCOC(=O)C1=C[C@H](c2ccc(Br)cc2)C[C@H](OCCCCO)O1
 : -1.1	3	1	3%	-1%	/	i	1%
- CC(C)N(C(=NCc1ccccc1)NC(=O)c1ccccc1)C(C)C
 : -0.6	9	34	-4%	i	-5%	i	0%
- O=C(Cc1ccccc1[N+](=O)[O-])NCc1ccncc1
 : 1.4	4	3	3%	-42%[inhibitor]	-18%	i	5%
- Cc1cccn2c(=O)c(C=O)c(N3CC(C)OC(C)C3)nc12 (centres undefined)
 : 0.6	13	3	3%	i	-1%	i	1%
- COc1ccc(-c2csc(NC(=O)CN3C(=O)CCC3=O)n2)c(OC)c1
 : -0.5	3	3	-2%	i	2%	i	0%
- COc1cc2c(c(OC)c1OC)-c1ccc(SC)c(=O)cc1C(NC(=O)c1ccccc1)CC2 (centres undefined)
 : -2.6	-5	-8	-13%	-22%	/	i	4%
- Cc1ccc(S(=O)(=O)c2nc(S(=O)(=O)c3ccc(C)cc3)c(NCc3ccco3)s2)cc1
 : -2.3	0	-15	-5%	i	-29%	i	10%
- O=C(Nc1ccc(S(=O)(=O)N2CCCC2)cc1)c1ccc2c(=O)n3c(nc2c1)CCCCC3
 : 1.7	7	35	5%	-45%[inhibitor]	-6%	i	6%
- C/C(CC(=O)Nc1ccccn1)=N\NC(=O)c1ccc(C)cc1
 : -9.0	4	3	7%	i	1%	i	5%
- CN(c1ccccc1)S(=O)(=O)c1cccc(C(=O)NC2CCCCC2)c1
 : 0.9	3	16	4%	-14%	-1%	i	8%
- CCS(=O)(=O)N1CCC2(CC1)OCCN2S(=O)(=O)c1ccc(OC)cc1
 : -1.0	5	35	28%	i	-3%	i	-2%
- COc1cc2c(cc1OC)C(C)N(C(=O)c1ccc(C)o1)CC2 (centres undefined)
 : -1.9	-4	3	-6%	i	2%	i	-2%
- Fc1cccc(Nc2nc3ccccc3n3nnnc23)c1
 : -0.3	0	10	-4%	22%	0%	i	11%
- Cc1ccc(NCC(=O)c2ccccc2)cc1Cl
 : 0.3	0	-10	15%	-9%[57.5 µM]	0%	i	-10%
- CC(=O)c1cccc(NC(=O)c2ccc(CN3CCc4ccccc4C3)cc2)c1
 : -1.8	-30	-89*	10%	-92%[inhibitor]	1%	i	30%
- Cc1ccc(C(=O)CCC2CCCCC2=O)cc1 (centres undefined)
 : -2.8	-1	19	5%[57.1 µM]	-67%[inhibitor][57.5 µM]	-1%	i	2%
- CC(C)[C@H](NC(=O)[C@H](CCCN=C(N)N)NC(=O)NC(Cc1ccccc1)C(=O)O)C(=O)NC(C=O)CCCN=C(N)N (some centres undefined)
 : 1.4	16	4	-9%	i	1%	i	0%
- CS(=O)(=O)N(CC(=O)Nc1cccnc1)c1ccc2c(c1)OCCO2
 : -0.2	-3	-7	3%	i	1%	i	7%
- COc1cc(C(=O)Nc2c(C)cc(C)cc2C)c([N+](=O)[O-])cc1OC
 : -1.9	5	-8	10%	i	-6%	i	0%
- CN(C)CCn1c2c(c(SCC(=O)NCc3ccccc3)nc1=O)CCC2
 : 0.9	21	1	13%	i	2%	i	1%
- C=CCNC(=O)C1CC1(c1cccc(C)c1)c1cccc(C)c1 (centres undefined)
 : -0.9	6	11	?	-18%	/	i	6%
- CC(C)CCN1C(=O)c2ccccc2C1c1nnnn1C(C)C (centres undefined)
 : -0.3	-10	0	-26%	i	/	i	9%
- CC(=O)c1ccc(Nc2nc3ccc(C)cc3n3cnnc23)cc1
 : 0.2	2	17	1%	i	-2%	i	3%
- CCCc1cc(=O)n2[nH]c(SCc3ccccc3)nc2n1
 : 2.7	5	-24	10%	i	0%	i	3%
- CC1(c2cccc(Br)c2)NC(=O)N(CC(=O)Nc2ccc(F)cc2)C1=O (centres undefined)
 : -0.5	5	2	-4%	-10%	1%	i	10%
- COc1cc(/C=C/C(=O)O)cc(S(=O)(=O)NCCCO)c1OC
 : -3.6	-5	14	6%	i	-1%[15.4 µM]	i	1%
- COc1ccc(C2=NS(=O)(=O)N(C)C(C(=O)NC3CCCC3)=C2)cc1OC
 : 0.4	-2	-16	8%	-29%	2%	i	1%
- Nn1c(SCC(=O)Nc2ccccc2Oc2ccccc2)nnc1C1CC1
 : 0.0	2	-5	1%	i	-1%	i	-1%

(further entries)
Below each compound – CCT modulator	D3 ag	DRD3 antagonist	EPAC2 antag	PTHR1 agonist	Mm-Cpn inhibitor	pAkt inh	EPAC2 ag
- CCCC(=O)N1CC(=O)Nc2ccc(Br)cc2C1c1ccc(F)cc1 (centres undefined)
 : 2.1	-5	3	-10%	i	0%	i	-7%
- CCSc1cc(C)nc2c(-c3ccc(Cl)cc3)c(C)nn12
 : -2.7	25	13	5%	i	0%	i	-6%
- Cn1cccc1CC(=O)N/N=C/c1ccc(C(C)(C)C)cc1
 : 2.4	-4	-16	8%	i	-1%	i	8%
- Cc1ccc(C(=O)C[n+]2ccc(-c3nnc4n3CCC4)cc2)cc1
 : -3.1	2	6	-5%	i	0%	i	7%
- COc1ccc(-c2csc(Nc3cccc(C)n3)n2)cc1C
 : 1.0	41*	9	-3%	-14%	-17%	i	-8%
- O=C(O)C1CCCN(S(=O)(=O)c2ccc(Br)s2)C1 (centres undefined)
 : -2.8	10	-5	4%	-17%	1%	i	8%
- O=C(OCc1cn(Cc2ccccc2)nn1)c1ccccc1
 : -2.3	-5	6	-13%	8%	0%	i	10%
- Cc1c(O)ccc2c(=O)c(-c3nncn3-c3ccccc3)coc12
 : 3.1	3	-4	-7%	-2%	-1%	i	3%
- CC1CN(C(=O)CS(=O)(=O)Cc2ccc(Cl)cc2)CC(C)O1 (centres undefined)
 : -2.0	15	1	1%	i	4%	i	6%
- CC(=O)c1cc2c(cc1NC(=O)Cc1c(C)noc1C)OCO2
 : -5.6	-4	-3	-3%	-5%	-2%	i	6%
- COc1ccc(CCNC(=O)CCS(=O)(=O)c2ccc(Br)cc2)cc1OC
 : -6.0	-1	6	5%	i	5%	i	-2%
- CCOC(=O)C1CCCN(C(=O)c2ccc3sccc3c2)CC1 (centres undefined)
 : -2.1	-1	5	7%	-24%	/	i	2%
